# Screening results as filed in PubChem.
# ST2 IL33 inh: blocks human ST2 binding to IL-33 | AlphaLISA ST2-Fc/biotin-IL-33 interaction, 1 h | inhibition, % for hits at 17 µM | 78,000 tested, 2.3% active | AID 1259354; in the data active = inhibition above about 30%; inconclusive = mostly about 10% to 28%
# Target sequence (Q01638 whole entry, looked up): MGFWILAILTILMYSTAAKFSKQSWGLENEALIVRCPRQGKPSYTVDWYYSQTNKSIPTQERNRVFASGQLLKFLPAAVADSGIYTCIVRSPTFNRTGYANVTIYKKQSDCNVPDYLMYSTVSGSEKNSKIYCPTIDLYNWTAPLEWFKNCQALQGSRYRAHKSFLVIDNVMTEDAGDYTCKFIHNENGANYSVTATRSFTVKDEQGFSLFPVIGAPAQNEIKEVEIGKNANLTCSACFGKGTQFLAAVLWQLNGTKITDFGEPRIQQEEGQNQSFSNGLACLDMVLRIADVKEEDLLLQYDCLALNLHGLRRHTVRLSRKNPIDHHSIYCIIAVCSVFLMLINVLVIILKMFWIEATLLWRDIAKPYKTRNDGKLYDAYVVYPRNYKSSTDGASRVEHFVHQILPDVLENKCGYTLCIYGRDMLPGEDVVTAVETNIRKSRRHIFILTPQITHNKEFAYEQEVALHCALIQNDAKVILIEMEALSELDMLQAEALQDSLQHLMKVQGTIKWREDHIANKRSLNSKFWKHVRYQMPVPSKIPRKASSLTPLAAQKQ
# * hit, by the source's call; i = inactive; ? = inconclusive. Not all compounds are listed. The share of hits here may be higher or lower than overall.
SMILES,ST2 IL33 inh
CNC(=O)C1CCC(Cn2c(=O)c3sccc3n(CC(=O)Nc3cc(C)ccc3C)c2=O)CC1 (stereo unspecified),?
CCOC(=O)CC(=O)CSc1nc2c(cc1C#N)CCCCCC2,i
Cc1cccc(CSC2=NCCN2C(=O)c2cccc(Br)c2)c1,i
CC(C)(C)NC(=O)c1cc(Cl)ccc1OC1CCN(Cc2cccnc2)CC1,i
O=C(NN1C(=O)c2ccccc2C1=O)c1cc(O)cc(O)c1,i
CSCCNC1CCN(c2ccc(NC(=O)c3ccc(C)cc3C)cc2)CC1,i
CCSc1nnc(-c2ccc(C)cc2)c2ccccc12,i
COc1ccc(C(=O)N2CC3(C)CN(C(=O)c4ccc(OC)cc4)CC(C)(C2)C3=O)cc1,i
COc1ncccc1CN1CCC(c2ccnc(-c3cccc(O)c3)c2)C1 (stereo unspecified),?
CC(C)n1cnc2cc(NCc3nc4ccccc4n3C)ccc21,i
COCCNc1ncnc2c1cnn2-c1cccc(C)c1,i
CC1CCN(S(=O)(=O)c2ccc3[nH]c(=O)cc(C(=O)O)c3c2)CC1,i
COc1ccccc1-c1cccc(C(=O)N2CCC3(CC2)CNC(=O)O3)c1,i
CC(C)Oc1ccc(C2CC(=O)NC2=O)cc1 (stereo unspecified),?
COc1ccc(N2C(=O)CC(N3CCN(Cc4ccccc4)CC3)C2=O)cc1 (stereo unspecified),i
OCCNc1cc(-c2nccc(C3CCCC3)n2)c2cc[nH]c2n1,i
CC(C)(O)C#Cc1ccc(C(=O)NCc2cc(-c3ccco3)on2)cc1,i
COc1ccc(S(=O)(=O)Nc2ccc3n(c2=O)C[C@H]2C[C@@H]3CN(C(=O)c3ccccn3)C2)cc1,i
CC(C)Oc1ccc(C(=O)Nc2ccccc2Cl)cc1,i
O=C(N[C@H]1C[C@H]2C(=O)NC[C@@H](CCC(=O)N3CCN(c4ccccc4)CC3)N2C1)C1CC1,i
CCCCCCSc1nnc2c(n1)OC(C)N(C(C)=O)c1ccccc1-2 (stereo unspecified),?
CC(=O)n1cc(/C=C2/C(=O)NC(=O)N(c3ccc(C)cc3)C2=O)c2ccccc21,i
O=C(O)c1ccc2c(c1)N(Cc1c(F)cccc1Cl)C(=O)CS2,i
CC(C)C1CN(C(=O)Cn2cncn2)CCC(=O)N1CC1CC1 (stereo unspecified),?
CN(C)CCN(C)Cc1ccc([N+](=O)[O-])cc1,i
CCOc1ccccc1NC(=O)CC(=O)N(C)Cc1ccnc2ccccc12,i
CCN(CC)c1cc(C)c2cc(NC(=O)Cc3cccs3)ccc2n1,i
COC1(C2=NCCN2)COc2ccccc2O1 (stereo unspecified),i
O=C(NCc1ccco1)[C@@H]1Cc2nc[nH]c2CN1Cc1cc2ccccc2o1,i
Cc1ccc(S(=O)(=O)NC(Cc2c[nH]c3ccccc23)C(=O)O)cc1 (stereo unspecified),?
CC(C)(C)n1nc2c(c1NC(=O)c1ccccc1Cl)CSC2,i
CCOC(=O)c1cccc(NS(=O)(=O)c2c(C)[nH]c(=O)[nH]c2=O)c1,i
CC(=O)Nc1ccc(S(=O)(=O)Nc2ccc(S(=O)(=O)Nc3nccc(C)n3)cc2)cc1,i
COCc1nnc(NC(=O)c2ccc(S(=O)(=O)N3CCCCC3C)cc2)o1 (stereo unspecified),?
COc1cccc(C(Nc2ccccn2)c2ccc3ccc(C)nc3c2O)c1OC (stereo unspecified),i
C[C@@]12CO[C@@H](Cc3ccccc3)O[C@@H]1CC[C@]1(C)[C@@H]2CC[C@@H](O)[C@H]1CC(=O)N1CCCC1,i
CCOC(=O)c1ccc(Nc2nnc(C(C)(C)C)c(=O)[nH]2)cc1,i
COC(=O)C1CCN(C(c2ccccc2)c2sc3nc(C)nn3c2O)CC1 (stereo unspecified),i
CCOCCn1c(CN2CCN(Cc3ccccc3)CC2)nc2c1c(=O)[nH]c(=O)n2C,i
O=C(O)CCC(=O)Nc1ccc(Oc2ccc(Cl)cc2Cl)cc1,i
CS(=O)(=O)N1C[C@H]2CNC[C@@]2(C(=O)N2CCCCCC2)C1,i
COCC(=O)Nc1cc(C)c2c(=O)oc3ccccc3c2n1,i
CC(C)(C)N1C(=O)c2ccc(C(=O)Nc3nccs3)cc2C1=O,i
CC12CN3CC(C)(CN(C1)C3(C)c1ccccc1)C2=O (stereo unspecified),?
COCCN1CC(C(=O)NCCc2nc(C)c3c(n2)CCCC3)CCC1=O (stereo unspecified),i
O=C(c1cc(-c2ccc(F)cc2)on1)N1CCCc2ccccc21,i
CCN(Cc1noc(CC(C)C)n1)C(=O)C1CC=CCC1 (stereo unspecified),i
CCCCN(C)CCCNC(=O)c1ccc2c(c1)NC(=O)C(N1CCOCC1)S2 (stereo unspecified),i
COc1ccc(C2CC(=O)C3=C(C2)Nc2ccccc2NC3c2cccnc2)cc1OC (stereo unspecified),i
COCCNC(=O)c1c(NC(=O)c2ccc(Br)cc2)sc2c1CCCC2,i

# In the list so far, 8 contain a halogen:
SMILES,ST2 IL33 inh
Cc1cccc(CSC2=NCCN2C(=O)c2cccc(Br)c2)c1,i
CC(C)(C)NC(=O)c1cc(Cl)ccc1OC1CCN(Cc2cccnc2)CC1,i
CC(C)Oc1ccc(C(=O)Nc2ccccc2Cl)cc1,i
O=C(O)c1ccc2c(c1)N(Cc1c(F)cccc1Cl)C(=O)CS2,i
CC(C)(C)n1nc2c(c1NC(=O)c1ccccc1Cl)CSC2,i
O=C(O)CCC(=O)Nc1ccc(Oc2ccc(Cl)cc2Cl)cc1,i
O=C(c1cc(-c2ccc(F)cc2)on1)N1CCCc2ccccc21,i
COCCNC(=O)c1c(NC(=O)c2ccc(Br)cc2)sc2c1CCCC2,i

# (listing goes on)
SMILES,ST2 IL33 inh
CCOc1ccc(C(=O)N2CCN=C2SC)cc1,?
COc1ccc(C2CC(c3ccc(Br)cc3)=NN2S(=O)(=O)c2ccccc2)cc1 (stereo unspecified),34%*
Cc1ccsc1[C@@H]1CCN(Cc2ccnc(C(C)C)n2)C[C@H]1O,i
c1ccc(Cc2nnc([C@H]3CCN(CC4CCCCC4)C3)o2)cc1,i
CC(=O)Nc1cccc(N2CCCC2=O)c1,?
COc1ccc(-c2ccc3c(c2)C(=O)N2CC[C@H](NC(=O)COCC(=O)O)[C@H]2C(=O)N3)cc1,i
COc1cc(/C=C2\SC(=N)N(c3ccc4c(c3)OCO4)C2=O)cc(OC)c1O,?
Cc1ccc(S(=O)(=O)N2CCCC(C(F)(F)F)C2)cc1 (stereo unspecified),i
O=c1[nH]c(/C=C/c2cccs2)c([N+](=O)[O-])c(=O)[nH]1,?
NC(=O)[C@@H]1CCCN1C(=O)c1cn(-c2ccccc2)nn1,i

# Compounds shown so far that contain a tert-butyl group:
SMILES,ST2 IL33 inh
CC(C)(C)NC(=O)c1cc(Cl)ccc1OC1CCN(Cc2cccnc2)CC1,i
CC(C)(C)n1nc2c(c1NC(=O)c1ccccc1Cl)CSC2,i
CCOC(=O)c1ccc(Nc2nnc(C(C)(C)C)c(=O)[nH]2)cc1,i
CC(C)(C)N1C(=O)c2ccc(C(=O)Nc3nccs3)cc2C1=O,i

# 4 records picked at random from the list so far, as already listed:
SMILES,ST2 IL33 inh
O=c1[nH]c(/C=C/c2cccs2)c([N+](=O)[O-])c(=O)[nH]1,?
Cc1ccsc1[C@@H]1CCN(Cc2ccnc(C(C)C)n2)C[C@H]1O,i
COc1ccc(-c2ccc3c(c2)C(=O)N2CC[C@H](NC(=O)COCC(=O)O)[C@H]2C(=O)N3)cc1,i
COc1cc(/C=C2\SC(=N)N(c3ccc4c(c3)OCO4)C2=O)cc(OC)c1O,?

# (further entries)
SMILES,ST2 IL33 inh
OC[C@H]1CCN(Cc2ccc(Oc3ccc(Cl)cc3)cc2)C[C@H]1O,?
O=C(C(NS(=O)(=O)c1cccs1)c1ccccc1)N1CCN(c2ccccc2F)CC1 (stereo unspecified),i
CC[C@H]1CN(C(=O)c2ccnc(Cl)c2)CC[C@H]1CC(=O)NCCSC,i
CCOc1ccc(-c2cn(-c3ccc(C)cc3)c(=O)[nH]2)cc1Cl,i
O=C(c1ccccc1)c1cnc2ccccc2c1C(=O)O,i
CCCC(C)NC(=O)c1ccc(N(C)C)cc1 (stereo unspecified),i
CCC(=O)Nc1ccc(Nc2nc(C)cc(Nc3ccc(OC)cc3)n2)cc1,i
COc1ccc2c(c1)CCc1c(C(=O)NCc3ccco3)noc1-2,?
O=C(CN1C(=O)CSc2ccc(S(=O)(=O)N3CCCCC3)cc21)N1CCCC1,i
O=C1NC(=Nc2ccccc2Cl)SC1(CO)CO,i
COc1ccc(CN2CCCCCC2)cc1,i
O=C(O)c1ccc(-c2nnc(-c3cccc(Br)c3)o2)cc1,i
CN1C[C@H](NC(=O)c2cccc3nccnc23)C[C@H]1CO,i
COc1ccc(NC(=O)CSc2nnc(Cc3cc(=O)[nH]c(=O)[nH]3)n2-c2ccccc2)cc1,?
CC1=C(C(=O)Nc2ccccn2)C(c2cccc(Cl)c2Cl)C2=C(CCCC2=O)N1 (stereo unspecified),i
O=C1C2C3C=CC(C3)C2C(=O)N1c1ccc(F)c(Cl)c1 (stereo unspecified),i
COC(=O)c1ccc(NC(=O)N2CCCC(Nc3ccc(OC)c(OC)c3)C2)cc1 (stereo unspecified),?
CC1(C(=O)NC2CCCC2)CCC(=O)N1Cc1ccccc1 (stereo unspecified),i
COc1cc(-n2c(=O)c3ccccc3n(Cc3ccccc3C#N)c2=O)cc(OC)c1OC,i
CCN(CC)S(=O)(=O)c1ccc2oc(C(=O)NC3CCCc4ccccc43)c(C)c2c1 (stereo unspecified),i
CCS(=O)(=O)c1ccc(-c2cc(O)cc(CCC3CCCCN3)c2)s1 (stereo unspecified),?
CCN(Cc1ccccc1)C(=O)c1cc2c(=O)n3cccc(C)c3nc2n1C,?
CON1C(=O)C(=O)N(OC)C2CCCCC21 (stereo unspecified),i
CCOc1ccc(CCN2C(=O)CCC2(C)C(=O)NCc2cccnc2)cc1OCC (stereo unspecified),i
CCOC(=O)C1(CCc2ccccc2)CCCN(Cc2ccncc2)C1 (stereo unspecified),i
Cc1ccccc1CN1C(=O)CSc2ccc(C(=O)N3CCOCC3)cc21,i
COc1ccc2c(c1OC)C(=O)OC2Nc1ccc(Cl)c(Cl)c1 (stereo unspecified),i
CC(C)c1ccc(N(CC(=O)Nc2ccc3c(c2)OCO3)S(C)(=O)=O)cc1,i
CCOc1ccccc1NC(=O)CCN1CCC(C(=O)NC)C1 (stereo unspecified),i
Cc1nn(C)c(C)c1-c1ccnc(NCc2ccc3c(c2)OCCCO3)n1,i
Cc1ccc2nc(SCc3ccc(F)cc3)[nH]c2c1,?
O=C(CCC(F)(F)F)N1CCC2(CCCN(CCCc3ccccc3)C2)C1 (stereo unspecified),?
CN(Cc1ccccc1)C(=O)c1cccnc1,i
Fc1cccc(CN2CCN(c3ncccn3)CC2)c1,i
CC1=C(CC(=O)O)c2cc(F)ccc2/C1=C\c1ccc(S(C)(=O)=O)cc1,i
CC(=O)C1=C(O)C(=O)N(c2cccc(C)c2)C1c1ccccc1 (stereo unspecified),i
Cc1nn(CCC#N)c(C)c1[C@@H]1C=C[C@@H](NC(=O)CCCC(=O)O)C1,i
CN1CCN(c2cc(N3CCN(CCO)CC3)ccc2[N+](=O)[O-])CC1,i
CC1=C(C(=O)Nc2ccccc2F)C(c2ccsc2)C2=C(CC(C)(C)CC2=O)N1 (stereo unspecified),?
O=C(NCc1ccc(Cl)cc1)c1cc(-c2cccs2)on1,?
CCOc1ccc(C(=O)Nc2ccc(-c3nc4ncccc4o3)cc2)cc1Br,?
CCOc1ccc(NC(=O)CC2Sc3ccc(C(F)(F)F)cc3NC2=O)cc1 (stereo unspecified),i
CCCOc1ccc2c3c(c(=O)oc2c1)CCCC3,i
CNC(=O)c1nc(CN2CCC(N3CCCC3=O)CC2)no1,i
C=CCN1C(=O)NC(=O)/C(=C/c2ccc(OCc3ccccc3F)cc2)C1=O,i
COCC(C)(C)CNC(=O)C1CC=CCC1 (stereo unspecified),?
Cc1ccc2[nH]c(CN(C)Cc3nc(-c4cccnc4)no3)nc2c1C,i
Cc1[nH]c2ccccc2c1SCCNC(=O)COc1ccccc1,i
CCn1cc(Cn2ccnc2-c2cc3ccccc3nc2OC)cn1,i
CCN(CC)C(=O)CCS(=O)(=O)c1cccc2nonc12,i

# Continuation:
SMILES,ST2 IL33 inh
CC1CCCCN1S(=O)(=O)c1ccc(NC(=O)COc2ccc(F)cc2)cc1 (stereo unspecified),i
Cc1cccc(N2C(=O)CC(Cc3ccccc3)C2=O)n1 (stereo unspecified),i
CCOc1ccc(CN2CCC(N3CCCCC3)CC2)cc1,i
Cc1ccc(S(=O)(=O)Nc2c(-c3ccccc3)c3cc(Br)ccc3[nH]c2=O)cc1,i
CCOc1ccc(C(Nc2ccccn2)c2ccc3ccc(C)nc3c2O)cc1OC (stereo unspecified),?
CCn1c(-c2ccc3c(c2)CCO3)nc2cc(C(=O)OC)cnc21,?
COc1ccc2c(c1)C1=NN(C(C)=O)C(c3cccc([N+](=O)[O-])c3)C1CC2 (stereo unspecified),?
Cc1oc(-c2cccs2)nc1CN1CCCC(C(=O)NC2CCCc3ccccc32)C1 (stereo unspecified),i
CSc1cccc(C(=O)Nc2cc(F)c(F)cc2Cl)c1,i
Cc1c(Cl)cccc1NC(=O)C(=O)N1CCN(C)CC1,?
COc1cc(C)c(CNCc2cccnc2N2CCN(C(C)=O)CC2)cc1C,i
O=C(c1ccc2nc3sc4c(c3c(=O)n2c1)CCCC4)N1CCN(c2ccccc2F)CC1,i
Nc1ccc(S(=O)(=O)Nc2nccs2)cc1,i
O=C(c1ccc2nc(C3CCCCC3)oc2c1)N1CCCCC1c1ccccn1 (stereo unspecified),?
c1ccc2c(N3CCN(Cc4cccc5nccnc45)CC3)ncnc2c1,i
Cc1cccc(-c2cccc(NC(=O)C3CCCN(C(=O)Cn4cnnn4)C3)c2)c1 (stereo unspecified),i
CCN(Cc1ccccc1)Cc1cc(Br)c(OC)cc1OC,i
Cc1cc(C)n(-c2cc(O)c(-n3nc(C)cc3C)cc2O)n1,i
O=C(NC1CCCC1)C1CC(=O)N(C2CCCCCC2)C1 (stereo unspecified),i
O=C(Nc1ccc2oc(-c3cccc(F)c3)nc2c1)c1ccc([N+](=O)[O-])cc1,i
Cc1ccc(-c2csc(NC(=O)CCCC(=O)O)n2)c(C)c1,i
CC(=O)Nc1ccc(NC(=O)CCCc2ccccc2)cc1,i
